Screening data deposited in PubChem BioAssay by several laboratories.
aSyn 5UTR inh: MLPCN primary screen, SNCA 5' untranslated region; alpha-synuclein 5'UTR reporter, inhibitor activity; 0.82% of 300,000 active; inhibition, % (tested at 7.5 µM); in the data active means inhibition above about 60%;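 further: H4 neuroglioblastoma cells stably carrying SNCA 5'UTR luciferase fusion; 0% = DMSO wells and 100% = positive control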
MrgX1 antag: human MrgX1 receptor antagonism, primary screen; B-score at 10 µM; MRGX1-HEK293 calcium flux, Fluo-4, BAM8-22 antagonism; active compounds read low; Q96LB2; AID 588676; 1.3% of 310,000 active;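 active means calcium-response B-score plate-corrected more than 3 library SD below zero, starting fluorescence within 5 deviations, no agonist response on first addition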;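 further: peak minus trough fluorescence over baseline after final BAM8-22 challenge near maximal dose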
HIF activator: HIF pathway transcriptional activation. U2OS HRE-luciferase reporter, luminescence; normalized: DMSO 0%, desferrioxamine 100%. AID 1910. 0.32% of 300,000 active. activation, % at 7.5 µM (by protocol);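 active means mean activation of at least 10% of the iron chelator positive control signal, with at least half of replicates also reaching 10%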
TRPC6 inh: mouse TRPC6 channel inhibition | HEK293-TRPC6, membrane potential dye, ACh-evoked depolarization; active compounds read low | 1.1% of 310,000 active | B-score at 10 µM | Q61143;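 active means B-score under library mean minus 3 SD, initial fluorescence not abnormally high, positive integrated signal ratio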;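 further: B-score derived from integrated fluorescence ratio over the kinetic read; more negative B-score means stronger inhibition of depolarization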
Target sequence (Q61143 whole entry, looked up): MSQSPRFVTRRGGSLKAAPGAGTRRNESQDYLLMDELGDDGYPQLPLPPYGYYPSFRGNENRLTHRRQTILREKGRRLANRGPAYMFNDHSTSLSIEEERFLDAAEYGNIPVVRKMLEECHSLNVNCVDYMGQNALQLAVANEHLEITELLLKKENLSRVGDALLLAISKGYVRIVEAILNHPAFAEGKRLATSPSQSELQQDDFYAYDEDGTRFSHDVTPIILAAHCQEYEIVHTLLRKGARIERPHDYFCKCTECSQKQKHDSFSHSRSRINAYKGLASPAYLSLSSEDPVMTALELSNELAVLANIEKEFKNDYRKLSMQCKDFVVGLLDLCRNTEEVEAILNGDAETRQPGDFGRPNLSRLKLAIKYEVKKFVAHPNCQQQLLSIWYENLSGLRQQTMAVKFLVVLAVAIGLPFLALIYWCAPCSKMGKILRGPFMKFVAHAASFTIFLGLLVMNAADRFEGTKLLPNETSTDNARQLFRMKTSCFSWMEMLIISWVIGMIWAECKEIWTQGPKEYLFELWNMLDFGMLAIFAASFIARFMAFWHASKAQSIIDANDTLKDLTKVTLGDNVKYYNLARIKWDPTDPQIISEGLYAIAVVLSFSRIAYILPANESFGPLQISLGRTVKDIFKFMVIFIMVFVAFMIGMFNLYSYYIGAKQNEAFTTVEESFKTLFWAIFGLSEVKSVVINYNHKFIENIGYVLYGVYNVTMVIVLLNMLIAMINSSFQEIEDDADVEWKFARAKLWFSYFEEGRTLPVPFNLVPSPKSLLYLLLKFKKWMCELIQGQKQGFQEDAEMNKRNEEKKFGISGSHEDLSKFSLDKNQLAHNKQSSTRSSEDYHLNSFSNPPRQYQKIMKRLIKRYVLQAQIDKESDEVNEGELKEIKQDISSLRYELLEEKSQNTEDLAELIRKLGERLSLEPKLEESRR
KLF5 inh: suppresses KLF5 promoter-driven expression; DLD-1 KLF5 promoter-luciferase reporter, luminescence; inhibition, % at 5 µM; 0.23% of 290,000 active;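 active means inhibition above a per-plate limit of that plate's mean compound inhibition plus 3 SD, cut at about 60% in these data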;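 further: 0% = DMSO wells and 100% = LY294002 at 200 µM; higher means less KLF5 promoter-driven luciferase light; inactives centre near -14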
TRPC4 PAM: allosterically enhances the mouse TRPC4 cation channel; Q9QUQ5; HEK293 TRPC4beta/mu-opioid, DAMGO EC20, Fluo-4 Ca2+ flux; active compounds read high; B-score at 10 µM; 0.42% of 310,000 active; AID 2227;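 active means B-score of calcium response area above 5 SD of library B-scores, with initial fluorescence ratio within 5 SD of library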;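 further: B-score of integrated fluorescence ratio over time as area under calcium response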
SKKanGAS inh: blocks kanamycin growth of S. pyogenes SKKanGAS strain. inhibition, % at 7.5 µM. AID 1662. 1.3% of 300,000 active. BacTiter-Glo, 6 h;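 active means mean replicate score, as percent of positive control median, at least 50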;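 further: strain carries kanamycin resistance gene driven by streptokinase promoter and grows in 40 µg/ml kanamycin; loss of luminescence reflects streptokinase promoter inhibition or plain growth inhibition; 0% = median of DMSO wells and 100% = positive control at its reference dose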
TRPC4 inh: inhibitors of mouse TRPC4 channel. Q9QUQ5. HEK293 TRPC4beta/mu-opioid, DAMGO-evoked Fluo4 calcium flux; active compounds read low. B-score at 10 µM. 0.39% of 300,000 active;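 active means B-score over 3 SD under the library average, no early fluorescence shift, positive overall ratio signal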
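Assay system: Stable TRPC4beta/mu-opioid receptor HEK293 cells | Reagent: DAMGO in two steps, submaximal then maximal | Compound dosing: Single concentration per test compound | Signal: Fluo4 Ca2+ flux fluorescence | Evaluation: Per-well B score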
TRPC6 activator: activates the mouse TRPC6 cation channel; HEK293-TRPC6 membrane potential dye fluorescence; active compounds read high; Q61143; 0.13% of 310,000 active; B-score at 10 µM;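 active means B-score of the integrated fluorescence ratio above library mean plus 3 SD, and starting fluorescence ratio within library mean plus 5 SD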;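 further: higher score means more depolarization so channel activation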
TRPC4 act: activators of mouse TRPC4 channel | 0.49% of 310,000 active | B-score at 10 µM | AID 2237 | HEK293 TRPC4beta/mu-opioid, Fluo4 calcium fluorescence; active compounds read high;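 active means B-score above 5 SD of library B-scores, and initial fluorescence ratio not above library mean plus 5 SD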;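 further: positive B-score marks a calcium rise read as TRPC4 activation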
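System – HEK293 cells stably co-expressing mouse TRPC4beta and mu-opioid receptor · Signal – Fluo4 calcium-sensitive dye fluorescence, kinetic, 1 Hz baseline · Benchmarks – buffer (low) and maximal DAMGO (high) · Read-out – B score of integrated fluorescence ratio per well · Incubation – dye loading 45 min room temperature, 110 s kinetic read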
IEC-6 tox: IEC-6 cytotoxicity, counter-screen for KLF5 inhibitors | luminescence viability | inhibition, % at 5 µM | 0.78% of 290,000 active | AID 1825; in the data active means inhibition above about 22%;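 further: 0% = plate median of test compound wells and 100% = cytotoxic reference compound wells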
Starred values were filed as active, the others as inactive. Rows were taken by chance. About 5.8% of those tested had a hit in this group.

How did CCn1nccc1C(=O)Nc1ccc(Cl)c(Cl)c1 do in these assays?
aSyn 5UTR inh: -89; MrgX1 antag: inactive; HIF activator: 2.3; TRPC6 inh: inactive; KLF5 inh: -93; TRPC4 PAM: inactive; SKKanGAS inh: -2; TRPC4 inh: inactive; TRPC6 activator: inactive; TRPC4 act: inactive; IEC-6 tox: 4

Results for C=CCN=c1scc(C)n1/N=C/c1ccc(O)c(O)c1 ?
aSyn 5UTR inh: -156; MrgX1 antag: inactive; HIF activator: 3.1; TRPC6 inh: inactive; KLF5 inh: -58; TRPC4 PAM: inactive; SKKanGAS inh: 6; TRPC4 inh: inactive; TRPC6 activator: inactive; TRPC4 act: inactive; IEC-6 tox: 11

What do the screens show for `COc1ccc2oc(C(=O)Nc3ccc(N4CCOCC4)cc3)c(C)c2c1`?
aSyn 5UTR inh: -44; MrgX1 antag: inactive; HIF activator: 0.3; TRPC6 inh: inactive; TRPC4 PAM: inactive; SKKanGAS inh: 0; TRPC4 inh: inactive; TRPC6 activator: inactive; TRPC4 act: inactive

Results for Cc1ccc(NC(=O)C2CCN(C(=O)c3ccc(Cl)cc3)CC2)nc1 ?
aSyn 5UTR inh: 16; MrgX1 antag: inactive; HIF activator: 0.0; TRPC6 inh: inactive; TRPC4 PAM: inactive; SKKanGAS inh: 8; TRPC4 inh: inactive; TRPC6 activator: inactive; TRPC4 act: inactive

What do the screens show for `CCCOc1ccc(C(=O)Nc2ccc(C)cc2[N+](=O)[O-])cc1`?
aSyn 5UTR inh: -72; MrgX1 antag: inactive; HIF activator: 1.2; TRPC6 inh: inactive; KLF5 inh: -3; TRPC4 PAM: inactive; SKKanGAS inh: -8; TRPC4 inh: inactive; TRPC6 activator: inactive; TRPC4 act: inactive; IEC-6 tox: -6

How did O=C(O)/C(=C\c1cn(-c2ccccc2)nc1-c1cccnc1)NC(=O)c1ccccc1 do in these assays?
aSyn 5UTR inh: 0; MrgX1 antag: inactive; HIF activator: -0.1; TRPC6 inh: inactive; KLF5 inh: -18; TRPC4 PAM: inactive; SKKanGAS inh: -4; TRPC4 inh: inactive; TRPC6 activator: inactive; TRPC4 act: inactive; IEC-6 tox: -4

Results for CCC(CC)C(=O)Nc1nnc(S(=O)(=O)Nc2ccc(OC)cc2)s1 ?
aSyn 5UTR inh: 11; MrgX1 antag: inactive; HIF activator: -0.2; TRPC6 inh: inactive; KLF5 inh: -54; TRPC4 PAM: inactive; SKKanGAS inh: 6; TRPC4 inh: inactive; TRPC6 activator: inactive; TRPC4 act: inactive; IEC-6 tox: -2

How did COc1ccc(C2CC(c3cccs3)=NN2C(=O)CSc2nnc(N)s2)cc1OC (stereo unspecified) do in these assays?
MrgX1 antag: inactive; TRPC6 inh: inactive; KLF5 inh: -12; TRPC4 PAM: inactive; TRPC4 inh: inactive; TRPC6 activator: inactive; TRPC4 act: inactive; IEC-6 tox: -2

Results for COc1cc(C)c(C(N)=O)c(OC)n1 ?
aSyn 5UTR inh: 8; MrgX1 antag: inactive; HIF activator: -0.1; TRPC6 inh: inactive; KLF5 inh: -13; TRPC4 PAM: inactive; SKKanGAS inh: 2; TRPC4 inh: inactive; TRPC6 activator: inactive; TRPC4 act: inactive; IEC-6 tox: -4

How did Cc1ccc(C)n1-c1ccccc1N1CCCCC1 do in these assays?
aSyn 5UTR inh: 6; MrgX1 antag: inactive; HIF activator: -0.8; TRPC6 inh: inactive; KLF5 inh: 17; TRPC4 PAM: inactive; SKKanGAS inh: 2; TRPC4 inh: inactive; TRPC6 activator: inactive; TRPC4 act: inactive; IEC-6 tox: 0

What do the screens show for `CCOC(=O)C1CCN(c2nc3ccccc3n2CC(=O)c2ccccc2)CC1`?
aSyn 5UTR inh: 16; MrgX1 antag: inactive; HIF activator: -0.5; TRPC6 inh: inactive; KLF5 inh: 2; TRPC4 PAM: inactive; SKKanGAS inh: -7; TRPC4 inh: inactive; TRPC6 activator: inactive; TRPC4 act: inactive; IEC-6 tox: 3

Results for CCC(C)(C)NC(=O)CN(C(=O)CCC(=O)Nc1cc(C)ccn1)c1ccc2c(c1)OCCO2 ?
aSyn 5UTR inh: -8; MrgX1 antag: inactive; HIF activator: -0.6; TRPC6 inh: inactive; KLF5 inh: -6; TRPC4 PAM: inactive; SKKanGAS inh: -4; TRPC4 inh: inactive; TRPC6 activator: inactive; TRPC4 act: inactive; IEC-6 tox: -5

How did Cn1nnnc1SCC(=O)N(C1CCCCC1)C1CCCCC1 do in these assays?
aSyn 5UTR inh: -6; MrgX1 antag: inactive; HIF activator: -1.8; TRPC6 inh: inactive; KLF5 inh: -24; TRPC4 PAM: inactive; SKKanGAS inh: -2; TRPC4 inh: inactive; TRPC6 activator: inactive; TRPC4 act: inactive; IEC-6 tox: 0

How did Cc1cc(NCCCO)n2nc(-c3cccs3)cc2n1 do in these assays?
aSyn 5UTR inh: 3; MrgX1 antag: inactive; HIF activator: 0.2; TRPC6 inh: inactive; KLF5 inh: -6; TRPC4 PAM: inactive; SKKanGAS inh: 4; TRPC4 inh: inactive; TRPC6 activator: inactive; TRPC4 act: inactive; IEC-6 tox: 7

What do the screens show for `CCOc1ccc(Br)cc1CNc1ccc2c(c1)OCCO2`?
aSyn 5UTR inh: -29; MrgX1 antag: inactive; HIF activator: 0.4; TRPC6 inh: inactive; KLF5 inh: 4; TRPC4 PAM: inactive; SKKanGAS inh: -5; TRPC4 inh: inactive; TRPC6 activator: inactive; TRPC4 act: inactive; IEC-6 tox: 5

What do the screens show for `CN1CCN(c2cc(N3CCN(C(=O)c4ccco4)CC3)c3c4c(onc24)-c2ccccc2C3=O)CC1`?
aSyn 5UTR inh: -2; MrgX1 antag: inactive; HIF activator: -0.2; TRPC6 inh: inactive; KLF5 inh: -15; TRPC4 PAM: inactive; SKKanGAS inh: 7; TRPC4 inh: inactive; TRPC6 activator: inactive; TRPC4 act: inactive; IEC-6 tox: 5

Results for O=C(NCCC1=CCCCC1)c1ccc(Cl)c(S(=O)(=O)N2CCCCC2)c1 ?
aSyn 5UTR inh: -4; MrgX1 antag: inactive; HIF activator: 0.5; TRPC6 inh: inactive; KLF5 inh: -42; TRPC4 PAM: inactive; SKKanGAS inh: 2; TRPC4 inh: inactive; TRPC6 activator: inactive; TRPC4 act: inactive; IEC-6 tox: -2

Results for Cc1cc(NC(=O)CSc2nc3sc4c(c3c(=O)n2C)CCCC4)no1 ?
aSyn 5UTR inh: 4; MrgX1 antag: inactive; HIF activator: -0.4; TRPC6 inh: inactive; KLF5 inh: 4; TRPC4 PAM: inactive; SKKanGAS inh: 1; TRPC4 inh: inactive; TRPC6 activator: inactive; TRPC4 act: inactive; IEC-6 tox: -1

Results for COc1ccc(-c2nc(SCC(=O)N(CC(C)C)c3c(N)n(Cc4ccccc4)c(=O)[nH]c3=O)n[nH]2)cc1 ?
aSyn 5UTR inh: 11; MrgX1 antag: inactive; HIF activator: -0.2; TRPC6 inh: inactive; TRPC4 PAM: inactive; SKKanGAS inh: -3; TRPC4 inh: inactive; TRPC6 activator: inactive; TRPC4 act: inactive

How did CC1=C(C)/C(=N\OS(=O)(=O)c2ccccc2)C=CC1=O do in these assays?
aSyn 5UTR inh: -80; MrgX1 antag: inactive; HIF activator: -44; TRPC6 inh: inactive; KLF5 inh: -36; TRPC4 PAM: inactive; SKKanGAS inh: 1; TRPC4 inh: inactive; TRPC6 activator: inactive; TRPC4 act: inactive; IEC-6 tox: -5

What do the screens show for `CCN(c1ccccc1)S(=O)(=O)c1ccc(C(=O)Nc2nnc(C3CC3)o2)cc1`?
aSyn 5UTR inh: 71*; MrgX1 antag: inactive; HIF activator: -0.3; TRPC6 inh: inactive; KLF5 inh: 13; TRPC4 PAM: inactive; SKKanGAS inh: 78*; TRPC4 inh: inactive; TRPC6 activator: inactive; TRPC4 act: inactive; IEC-6 tox: 17

How did Cc1cc(C)cc(-n2nnn(C3C/C(=N/NC(N)=S)C4OCC3O4)c2=S)c1 (stereo unspecified) do in these assays?
aSyn 5UTR inh: -2; MrgX1 antag: inactive; HIF activator: 0.8; TRPC6 inh: inactive; KLF5 inh: 7; TRPC4 PAM: inactive; SKKanGAS inh: 10; TRPC4 inh: inactive; TRPC6 activator: inactive; TRPC4 act: inactive; IEC-6 tox: 2

Results for O=C(O)CCC(=O)NCCn1c(-c2ccccc2)csc1=Nc1ccccc1 ?
aSyn 5UTR inh: -28; MrgX1 antag: inactive; HIF activator: 1.5; TRPC6 inh: inactive; KLF5 inh: -1; TRPC4 PAM: inactive; SKKanGAS inh: 0; TRPC4 inh: inactive; TRPC6 activator: inactive; TRPC4 act: inactive; IEC-6 tox: 7

How did COCCNC(=O)CSc1nc2cc(OC)c(OC)cc2c(=O)n1Cc1ccc(OC)cc1 do in these assays?
aSyn 5UTR inh: 20; MrgX1 antag: inactive; HIF activator: -0.2; TRPC6 inh: inactive; KLF5 inh: -6; TRPC4 PAM: inactive; SKKanGAS inh: 8; TRPC4 inh: inactive; TRPC6 activator: inactive; TRPC4 act: inactive; IEC-6 tox: -1

Results for CC1CCN(CC(O)COC2CC(C)CC(C)(C)C2)CC1 (stereo unspecified) ?
aSyn 5UTR inh: -3; MrgX1 antag: inactive; HIF activator: -0.4; TRPC6 inh: inactive; TRPC4 PAM: inactive; SKKanGAS inh: -3; TRPC4 inh: inactive; TRPC6 activator: inactive; TRPC4 act: inactive

What do the screens show for `CN(O)/C=N/C(=S)Nc1ccc(Cl)cc1Cl`?
aSyn 5UTR inh: -34; MrgX1 antag: inactive; HIF activator: -0.2; TRPC6 inh: inactive; KLF5 inh: -23; TRPC4 PAM: inactive; SKKanGAS inh: 24; TRPC4 inh: inactive; TRPC6 activator: inactive; TRPC4 act: inactive; IEC-6 tox: -2

How did CCCCC(=O)c1ccc(O)cc1O do in these assays?
aSyn 5UTR inh: 7; MrgX1 antag: inactive; HIF activator: 0.3; TRPC6 inh: inactive; KLF5 inh: -17; TRPC4 PAM: inactive; SKKanGAS inh: -1; TRPC4 inh: inactive; TRPC6 activator: inactive; TRPC4 act: inactive; IEC-6 tox: -8

Results for COc1ccccc1CN=C1NC(=O)C(CC(=O)Nc2ccc(C(C)=O)cc2)S1 (stereo unspecified) ?
aSyn 5UTR inh: -1; MrgX1 antag: inactive; HIF activator: -0.3; TRPC6 inh: inactive; KLF5 inh: -1; TRPC4 PAM: inactive; SKKanGAS inh: 5; TRPC4 inh: inactive; TRPC6 activator: inactive; TRPC4 act: inactive; IEC-6 tox: 2
